Assay outcomes: PubChem, University of Kansas High Throughput Screening Laboratory
mHTT-CaM PPI inh: disrupts binding of mutant huntingtin to calmodulin; AlphaScreen His-mHTT/GST-CaM binding, luminescence; inhibition, % at 15 µM; actives 3.6% (n = 190,000);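 further: 0% = both proteins with DMSO and 100% = one protein alone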
Target sequence (P42858 whole entry, looked up, stated change not applied): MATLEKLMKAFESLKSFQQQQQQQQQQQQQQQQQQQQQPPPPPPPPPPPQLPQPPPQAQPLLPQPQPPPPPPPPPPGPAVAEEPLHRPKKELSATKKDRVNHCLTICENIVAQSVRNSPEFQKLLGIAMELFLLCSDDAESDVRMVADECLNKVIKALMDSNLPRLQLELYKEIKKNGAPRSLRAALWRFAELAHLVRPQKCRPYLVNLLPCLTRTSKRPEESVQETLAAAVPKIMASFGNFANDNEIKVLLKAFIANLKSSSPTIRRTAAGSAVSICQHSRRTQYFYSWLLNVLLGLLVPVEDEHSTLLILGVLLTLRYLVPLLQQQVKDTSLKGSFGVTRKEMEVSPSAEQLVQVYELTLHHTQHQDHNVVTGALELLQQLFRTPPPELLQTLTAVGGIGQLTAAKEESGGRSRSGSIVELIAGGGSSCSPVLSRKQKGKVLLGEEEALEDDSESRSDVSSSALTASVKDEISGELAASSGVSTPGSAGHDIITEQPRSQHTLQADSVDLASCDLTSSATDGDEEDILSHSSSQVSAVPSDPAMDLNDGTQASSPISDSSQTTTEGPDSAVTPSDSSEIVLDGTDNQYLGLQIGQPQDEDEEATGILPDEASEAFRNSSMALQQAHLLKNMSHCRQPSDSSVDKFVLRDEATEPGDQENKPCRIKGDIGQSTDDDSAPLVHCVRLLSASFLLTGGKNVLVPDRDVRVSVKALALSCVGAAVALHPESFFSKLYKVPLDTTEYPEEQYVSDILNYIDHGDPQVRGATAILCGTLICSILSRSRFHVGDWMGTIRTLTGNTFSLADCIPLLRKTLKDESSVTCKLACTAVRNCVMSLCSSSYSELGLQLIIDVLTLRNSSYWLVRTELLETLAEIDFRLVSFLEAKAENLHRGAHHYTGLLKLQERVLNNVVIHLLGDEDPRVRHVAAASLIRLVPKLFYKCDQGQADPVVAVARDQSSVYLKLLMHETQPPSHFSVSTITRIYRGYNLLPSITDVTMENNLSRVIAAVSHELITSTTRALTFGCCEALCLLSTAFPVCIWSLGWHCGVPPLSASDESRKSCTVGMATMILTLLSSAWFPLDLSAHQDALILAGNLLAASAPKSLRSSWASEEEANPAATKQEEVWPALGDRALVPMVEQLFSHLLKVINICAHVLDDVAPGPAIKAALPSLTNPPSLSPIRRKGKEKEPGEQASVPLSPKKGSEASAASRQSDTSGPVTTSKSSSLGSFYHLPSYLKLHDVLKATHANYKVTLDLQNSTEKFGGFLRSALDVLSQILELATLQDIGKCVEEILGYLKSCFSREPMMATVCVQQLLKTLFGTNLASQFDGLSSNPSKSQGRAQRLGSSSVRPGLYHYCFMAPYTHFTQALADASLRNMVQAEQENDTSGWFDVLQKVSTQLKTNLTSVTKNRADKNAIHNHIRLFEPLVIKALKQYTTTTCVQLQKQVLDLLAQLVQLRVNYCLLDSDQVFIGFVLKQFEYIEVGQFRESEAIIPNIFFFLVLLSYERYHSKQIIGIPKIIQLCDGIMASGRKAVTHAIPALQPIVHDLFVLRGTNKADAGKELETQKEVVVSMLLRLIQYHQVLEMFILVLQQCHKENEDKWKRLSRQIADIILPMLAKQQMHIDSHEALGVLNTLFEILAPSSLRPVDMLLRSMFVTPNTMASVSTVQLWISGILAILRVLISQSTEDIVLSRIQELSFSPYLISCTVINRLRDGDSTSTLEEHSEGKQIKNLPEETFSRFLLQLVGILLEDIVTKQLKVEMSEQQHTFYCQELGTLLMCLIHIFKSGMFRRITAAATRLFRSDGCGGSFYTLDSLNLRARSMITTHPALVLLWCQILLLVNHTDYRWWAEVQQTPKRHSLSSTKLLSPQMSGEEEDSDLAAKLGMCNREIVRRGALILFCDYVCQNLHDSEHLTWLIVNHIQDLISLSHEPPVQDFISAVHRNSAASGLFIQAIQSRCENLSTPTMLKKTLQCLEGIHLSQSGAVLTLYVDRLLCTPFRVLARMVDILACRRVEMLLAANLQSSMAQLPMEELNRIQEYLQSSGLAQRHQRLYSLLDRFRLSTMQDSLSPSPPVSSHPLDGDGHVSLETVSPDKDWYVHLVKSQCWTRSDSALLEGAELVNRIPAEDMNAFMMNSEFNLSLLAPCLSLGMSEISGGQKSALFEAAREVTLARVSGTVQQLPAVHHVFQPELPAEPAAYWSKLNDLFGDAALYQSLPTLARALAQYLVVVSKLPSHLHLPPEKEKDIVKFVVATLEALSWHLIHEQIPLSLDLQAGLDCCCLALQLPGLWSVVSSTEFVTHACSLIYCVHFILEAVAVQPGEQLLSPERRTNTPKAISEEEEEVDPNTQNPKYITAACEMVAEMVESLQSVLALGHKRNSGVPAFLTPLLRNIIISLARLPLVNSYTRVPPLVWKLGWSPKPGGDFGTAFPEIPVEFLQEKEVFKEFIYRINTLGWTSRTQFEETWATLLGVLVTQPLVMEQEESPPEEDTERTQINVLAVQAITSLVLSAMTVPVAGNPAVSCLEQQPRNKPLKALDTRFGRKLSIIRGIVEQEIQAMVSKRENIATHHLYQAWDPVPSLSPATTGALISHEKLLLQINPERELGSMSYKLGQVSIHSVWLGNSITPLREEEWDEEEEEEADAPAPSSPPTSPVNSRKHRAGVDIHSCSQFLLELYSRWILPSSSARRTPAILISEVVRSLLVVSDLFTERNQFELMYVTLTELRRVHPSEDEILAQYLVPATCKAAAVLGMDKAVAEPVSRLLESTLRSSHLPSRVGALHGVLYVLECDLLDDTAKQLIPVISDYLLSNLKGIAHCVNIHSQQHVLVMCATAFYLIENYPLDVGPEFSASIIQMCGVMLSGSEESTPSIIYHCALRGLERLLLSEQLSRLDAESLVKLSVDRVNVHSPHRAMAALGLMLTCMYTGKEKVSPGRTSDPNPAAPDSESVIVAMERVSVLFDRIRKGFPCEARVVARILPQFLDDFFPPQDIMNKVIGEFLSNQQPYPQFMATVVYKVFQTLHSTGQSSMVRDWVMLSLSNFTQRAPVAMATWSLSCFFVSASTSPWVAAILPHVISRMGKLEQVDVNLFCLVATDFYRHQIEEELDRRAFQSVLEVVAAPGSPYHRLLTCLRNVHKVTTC
Pf apPOL inh: Pf-apPOL DNA polymerase inhibition; actives 0.25% (n = 210,000); inhibition, % at 10 µM; Recombinant Pf-apPOL, molecular beacon fluorescence, 1.5 h
* = called active by the depositor; . = not tested or not shown; & = joins results of further samples. No stated cut-off is given here; in the data, active means inhibition above about 50%; inactive means the rest.

structure	mHTT-CaM PPI inh	Pf apPOL inh
C[C@H]1[C@H](c2ccccc2)Oc2cc(Br)ccc2S(=O)(=O)N1Cc1cccc(Cl)c1	-5	0
COc1ccc(NS(=O)(=O)c2ccc(NS(=O)(=O)c3ccc(C)cc3)cc2)cc1	-1	4
O=C(NCCc1ccccc1)C(=O)c1c(O)[nH]c2ccccc12	5	-3
Cc1cc(C)c(C(=O)Nc2c(Cl)cccc2Cl)c(C)c1	-9	-3
O=C(NCc1ccccc1C(F)(F)F)c1ccc(-c2cncnc2)nc1	0	0
O=C(c1cc(F)ccc1F)N1CCC(Nc2cccnc2)C1 (configuration not stated)	-1	4
CCCCOC(=O)Nc1ccc(S(=O)(=O)Nc2ccccc2I)cc1	-15	-4
O=c1c2ccc(Cl)cc2ncn1C1CCN(S(=O)(=O)c2ccccc2)CC1	-6	-1
N#Cc1ccc(C(=O)N2CCCC(COc3cccc(C(=O)N4CCCCC4)c3)C2)cc1 (configuration not stated)	3	-3
O=S1(=O)N=C(Cc2cccs2)Nc2ccccc21	11	-3
COc1cccc(C2CC(c3cc(OC)ccc3OC)n3ncnc3N2)c1 (configuration not stated)	7	-8
COc1ccc(C2C(C#N)=C(N)Oc3n[nH]c(C)c32)cc1COc1ccc(F)cc1 (configuration not stated)	28	-8
COc1ccccc1Oc1ncnc(-c2cc(C)cc(C)c2)c1N	-1	-8
CS(=O)(=O)N1CCCC1c1nc(-c2ccccc2)n[nH]1 (configuration not stated)	-2	-2
CC1=CC(C)C2COC(c3ccccc3O)C1C2C (configuration not stated)	-28	0
O=C(NCc1ccccc1)C1CCCN(c2nc3ccccc3[nH]2)C1 (configuration not stated)	-5	-2
O=C(Nc1cccc(Cl)c1)c1cnn2c1NC(c1ccco1)CC2C(F)(F)F (configuration not stated)	3	-1
COc1ccc(CCC(=O)N(CCc2cccs2)Cc2cccnc2)cc1	-11	-14
Cc1ccc(N2CC(C(=O)Nc3ccccc3Cl)CC2=O)cc1C (configuration not stated)	-3	1
O=C(Cc1c(F)cccc1Cl)N1CC2CC(NS(=O)(=O)c3cccnc3)C1C2 (configuration not stated)	0	-5
CC(=O)Nc1ccc(Oc2cccc(Oc3ccc(NC(C)=O)cc3)c2)cc1	22	-3
CC(=O)Nc1cccc(-c2cn3ccsc3n2)c1	3	0
CCN(CC)C(=O)C1CCCN(Cc2ccccc2C)C1 (configuration not stated)	-8	-6
O=C(Nc1ccc(NC(=O)c2ccc(-c3ccc([N+](=O)[O-])cc3)o2)cc1)c1ccco1	6	-1
O=C(Nc1ccccc1I)c1ccc([N+](=O)[O-])cc1Cl	13	-1
O=S(=O)(NCc1csc2ccc(Cl)cc12)c1ccc2c(c1)CCO2	.	-2
O=C(Nc1ccccc1Cl)c1c(F)c(F)c(F)c(F)c1F	-3	-3
O=C1c2ccccc2C(=O)c2c1ccc1c(=O)n(Cc3ccccc3)[nH]c21	7	-9
Cc1ccc(S(=O)(=O)NCc2nc3cccnc3n2C)cc1	-2	-1
Cc1oc(N=Cc2ccc(Cl)cc2Cl)c(C#N)c1C	-3	2
C[C@@]1(C(=O)NN)C[C@]1(C)C(=O)NN	.	-6
C=CCOc1ccc2c(=O)c(-c3ccccc3Cl)coc2c1	-5&-9	-2&-2
Cc1cc(C)c(NC(=O)Cn2cc3c(n2)CCCC3)c(C)c1	-10	0
Cc1nn(C)cc1S(=O)(=O)NCc1cccs1	-9	-4
O=C(NC(NCc1cccnc1)C(Cl)(Cl)Cl)c1ccccc1[N+](=O)[O-] (configuration not stated)	-1	1
Cc1nn(C)c(C)c1CNc1nc(-c2ccncc2)nc2c1CCC2	8	-10
O=C1C(=Cc2ccc(Br)cc2)Oc2cc(O)ccc21	-1	-7
Cc1ncsc1CN1CCC(c2nc(-c3ccccc3)no2)C1 (configuration not stated)	18	0
O=C(C1CCN(c2cnc3nccnc3c2)CC1)N1CCCCC1	5	-3
O=c1cc(O)c2sc(Nc3ccc(F)cc3)nc2[nH]1	20	4
CCc1ccccc1NC(=O)c1ccc([N+](=O)[O-])cc1Cl	-7	-6
CCOC(=O)c1ccc(Oc2coc3cc(OCC(=O)c4ccc(OC)cc4)ccc3c2=O)cc1	-2	1
Cc1ccc(/C=C2\SC(=O)N(CNc3ccc(Cl)cc3)C2=O)o1	6	-11
COc1cc(C2=N/C(=C\c3ccc(Cl)cc3Cl)C(=O)O2)cc(OC)c1OC	-2	1
O=c1[nH]c2ccccc2nc1-c1cc(F)ccc1NCc1ccccn1	3	-3
Cc1nn(Cc2nn[nH]n2)c(C)c1Br	.	-2
CCOc1nccnc1N1CCC(N(C)C(=O)NCc2ccco2)C1 (configuration not stated)	12	-1
O=C(Nc1c2c(nn1-c1cccc(Cl)c1)CS(=O)(=O)C2)C1CCCC1	-4	-1
N=C1S/C(=C\c2ccc(-c3cccc(F)c3)o2)C(=O)N1c1nonc1N	16	-4
CCCc1nc2cccnc2n1C1CCN(C(=O)c2ccccn2)C1 (configuration not stated)	0	-2
c1ccc(N2CCN(c3ncc4c(n3)CCN(Cc3ccc5c(c3)OCCO5)C4)CC2)cc1	46	4
CCN(CC)C(=O)CSc1nc(O)c(Cc2ccc(OC)cc2)c(=O)[nH]1	2	4
O=C(CSc1ncnc2c1oc1ccccc12)Nc1ccc([N+](=O)[O-])cc1	-11	1
O=C(CCc1csc(NC(=O)c2ccco2)n1)NCc1nc2ccccc2[nH]1	-3	-3
Cc1cccc(CNC(=O)c2ccc3c(c2)nc2n3CCC(C)C2)c1 (configuration not stated)	-5	-6
CCOc1ccc(-c2nc3s/c(=C\c4ccc(OCC(N)=O)cc4)c(=O)n3n2)cc1	0	8
Cc1ccc(S(=O)(=O)c2ncsc2SCc2ccc(Cl)cc2Cl)cc1	.	0
CCc1ccccc1NC(=O)CSc1ncn[nH]1	1	-9
CCCOc1ccc(NC(N)=Nc2nc(C)cc(C)n2)cc1	0	-2
COc1ccc(-c2c(C)oc3c4c(ccc3c2=O)OCN(C2CCS(=O)(=O)C2)C4)cc1OC (configuration not stated)	-3	-3

(cont.)
structure	mHTT-CaM PPI inh	Pf apPOL inh
Cc1ccc(C(=O)N2CCCC(COc3ccc(C(=O)N4CCCC4)cc3)C2)cc1F (configuration not stated)	8	1
COc1cccc(OC)c1C(=O)Nc1ccc(-c2ccccc2)cc1	10	4
Cc1ccc(-n2ncc3c(N4CCOCC4)ncnc32)c(C)c1	56*	-3
O=C(Nc1c2c(nn1-c1cccc(Cl)c1)CS(=O)(=O)C2)c1ccccc1[N+](=O)[O-]	1	-2
CCOc1ccc(C(=O)Nc2cccc(C)c2C)cc1Br	-5	-7
COc1ccc(C(=O)NCC(=O)O)cc1	2	-1
NS(=O)(=O)c1ccc(NS(=O)(=O)c2ccc(NC(=O)Nc3ccccc3)cc2)cc1	96*	-9
N#CC(=Cc1cccnc1)c1cccs1	.	-4
Cc1ncc(CO)c2cc(C(=O)Nc3ccc(Cl)cc3Cl)c(=O)oc12	3	-3
COc1ccc(NC(=O)N2CCCC2c2nc(-c3cccc(C)c3)no2)cc1 (configuration not stated)	4	-1
Cc1cccc(Nc2nc(N3CCC(C(N)=O)CC3)nc3c2cnn3-c2ccc(F)cc2)c1	-8	-1
CCC(C(=O)NC1CCCC(C)C1C)N1C(=O)COc2ccccc21 (configuration not stated)	-14	-10
Cc1csc2ncc(C(=O)Nc3ccon3)c(=O)n12	2	2
COc1ccc(-c2coc3c(CN4CCCC4)c(O)ccc3c2=O)cc1	-1	-15
Cc1cccc(N2CCC(C(=O)NCC3CCCO3)C2=O)c1C (configuration not stated)	4	-8
CCn1cc(Cl)c(C(=O)N2CCC(c3nc4ccncc4n3C)C2)n1 (configuration not stated)	3	-3
CCOc1ccccc1NC(=O)C(=O)NCC(C)C	-13	-6
CC(=O)N1CCc2cc(Br)cc(S(=O)(=O)N(C)Cc3ccccc3)c21	-5	-5
CCN1CCN(C(=O)c2c(C)sc3ccn(CC(C)C)c(=O)c23)CC1	26	0
O=C(CSCc1ccccc1)Nc1ccc(OCC(=O)N2CCOCC2)cc1	4	-15
CC1=Nc2ccc(-c3ccccc3)cc2C1(C)C	-6	.
CCc1nccn1Cc1nc(-c2ccc(Cl)cc2)no1	7	-4
Cc1cccc(CNC(=O)c2ccc3c(c2)NC(=O)C2CCC(=O)N32)c1 (configuration not stated)	2	-2
O=C(NCC1CCN(C(=O)Nc2ccc(F)cc2)CC1)c1ccccn1	2	4
Cn1nc(-c2nc(C3CC3)no2)c2c1CCN(C(=O)c1ccc(C(F)(F)F)cc1)C2	2	0
CCN(c1ccc(F)cc1)S(=O)(=O)c1ccc2[nH]cc(C(=O)NC(C)C)c(=O)c2c1	24	-7
COc1cc(OC)c(OC)cc1/C=C1\N=C(c2cc([N+](=O)[O-])ccc2Cl)OC1=O	-3	-6
CC1CCC(C(=O)NC(C(=O)Nc2ccc(F)c(Cl)c2)C(C)C)CC1 (configuration not stated)	3	14
COc1ccc(C=CC(=O)c2ccc(O)cc2)cc1OC	4	-1
O=C(NC1CCCN(c2cc(-c3ccncc3)[nH]n2)C1)c1cccc(F)c1 (configuration not stated)	8	-2
CN1CCC(=C2c3ccccc3C=Cc3ccccc32)CC1	.	12
CCOCC(=O)NCC1CCN(Cc2ccccc2SC)CC1	-16	-4
COc1ccc(-c2cc(NC(=O)C(C)C)n(-c3ccc(C)cc3)n2)cc1	-9	4
COc1ccc(Cn2c(SC)nc3c(sc4ccccc43)c2=O)cc1	-5	-7
Cc1ccc(CC(=O)N2CCc3c(c(COCc4ccccc4F)nn3C)C2)cc1	7	-8
CC(C)Oc1ccc(C(Nc2ccccn2)c2ccc3cccnc3c2O)cc1 (configuration not stated)	98*	-280&-2
CCN=C1SC(CC(=O)Nc2ccc(OC(F)F)cc2)C(=O)N1CC (configuration not stated)	-9	9
O=C1C2C(c3ccc(Cl)cc3)OC3(C(=O)c4ccccc4C3=O)C2C(=O)N1C1CCCCC1 (configuration not stated)	43&14	2&-3
COc1ccccc1NC(=O)Nc1ccc2c(c1)N(S(=O)(=O)c1cccs1)CCC2	18	-4
Fc1ccc(N2COc3cc4c(cc3C2)OCO4)cc1	9	-6
COc1ccc(NC(=O)c2oc3ccccc3c2NC(=O)c2cccs2)cc1OC	-4	-5
CCC(C)NC(=O)c1cnc(-c2ccccc2)nc1N(C)C (configuration not stated)	0	0
CCc1ccc(CN2CCOCC2)cc1	-1	-6
COc1ccc(-c2nc(-c3cccc(-c4ccn[nH]4)c3)no2)c(C)c1	-7	0
Cc1cc(C)nc(N=C(NC(=O)C(C)(C)C)Nc2cccc(C(F)(F)F)c2)n1	-2	0
O=C(Cn1cnc2ccc([N+](=O)[O-])cc2c1=O)N1CCOCC1	3	-2
O=C(O)c1ccc(C(=O)c2ccc3c(c2)C(=O)N(CC2CCCO2)C3=O)cc1 (configuration not stated)	-2	-12
Cc1ccc(C(=O)Nc2ccccc2Cl)cc1	-12	-2
CC(=O)C1=C(C)NC(SCC(=O)c2ccc(Cl)cc2)=C(C#N)C1c1cccs1 (configuration not stated)	-15	-2
O=C(Nc1ccccc1)[C@@H]1CC=C[C@@H]2CCN(Cc3ccc(Cl)c(Cl)c3)C(=O)[C@@H]21	-2	-3
CCCc1noc(-c2ccc(OC)cc2)n1	-16	2
Cn1c(=O)c2c(nc(NCc3ccccc3)n2Cc2ccc(Cl)cc2Cl)n(C)c1=O	-3	-2
CC(C)CCNC(=O)CCC1CCCN(c2cc(NC3CC3)ncn2)C1 (configuration not stated)	-7	-7
Cc1nnsc1C(=O)N1CCC(C(=O)NCC(F)(F)F)CC1	-15	-2
Cc1ccc(S(N)(=O)=O)cc1NC(=O)c1ccc2c(c1)OCO2	-2	9
CC12CC3(C)CC(C)(C1)CC(CN=Cc1ccc([N+](=O)[O-])cc1)(C2)C3	-7	4

This is a subset. The share of hits here may be higher or lower than overall.
